PAFAH2 inh – PAFAH2 (human) inhibition; recombinant PAFAH2, FP-rhodamine activity probe, fluorescence polarization; inhibition, % at 3.39 µM; actives 0.99% (n = 340,000);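 active = inhibition above the mean over all tested compounds plus 3 SD, cut at about 30% in these data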;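 also: inhibitors block probe labeling of enzyme so polarization drops; 0% = enzyme with DMSO and 100% = wells lacking PAFAH2 protein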
LYPLA2 inh – blocks human lysophospholipase 2, a PME1 counter-screen. O95372. recombinant LYPLA2, FP-Rh probe fluorescence polarization. inhibition, % at 5.9 µM. actives 0.38% (n = 320,000). AID 2177;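 active = inhibition above the screen-wide mean plus 3 SD, limit set per campaign, cut at about 26% in these data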;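 also: 0% = LYPLA2 with DMSO and 100% = wells lacking LYPLA2 enzyme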
PREPL inhibitor – human PREPL enzyme inhibition | Q4J6C6 | inhibition, % at 5.96 µM | recombinant PREPL, fluorescence polarization activity-based probe | AID 2751 | actives 0.68% (n = 320,000); in the data active = inhibition above about 43%;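 also: 0% = enzyme with DMSO and 100% = wells lacking enzyme; many of its hits are not listed in these tables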
LYPLA1 inh – counter-screen for PME1 inhibitors: inhibitors of human LYPLA1; recombinant LYPLA1, FP-Rh probe fluorescence polarization; AID 2174; actives 0.16% (n = 320,000); inhibition, % at 5.9 µM; O75608;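 active = inhibition above the mean of all tested compounds plus 3 SD, set per campaign, cut at about 14% in these data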;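 also: inhibitors block serine hydrolase probe labeling of LYPLA1 so polarization falls; 0% = enzyme with DMSO and 100% = wells lacking LYPLA1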
Target sequence (O75608 whole entry, looked up): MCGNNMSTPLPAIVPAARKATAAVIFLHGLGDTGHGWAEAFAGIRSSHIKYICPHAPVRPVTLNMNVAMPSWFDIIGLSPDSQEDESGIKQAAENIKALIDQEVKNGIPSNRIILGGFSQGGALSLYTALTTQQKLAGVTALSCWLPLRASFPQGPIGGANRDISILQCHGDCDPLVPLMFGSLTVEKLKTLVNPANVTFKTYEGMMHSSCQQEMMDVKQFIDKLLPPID
PAFAH1B3 FP inh – PAFAH1B3 (human) inhibition; recombinant PAFAH1B3, FP-rhodamine probe, fluorescence polarization; inhibition, % at 3.39 µM; Q15102; AID 492972; actives 0.28% (n = 340,000);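 active = inhibition above the screen-wide average of all tested compounds plus 3 SD, cut at about 25% in these data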;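 also: 0% = enzyme with DMSO only and 100% = wells lacking PAFAH1B3 protein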
ZTA counter – blocks Epstein-Barr virus ZTA, an EBNA-1 counter-screen; ZTA-DNA binding, fluorescence polarization; AID 2234; P03206; actives 0.15% (n = 320,000); inhibition, % at 11 µM; in the data active = inhibition above about 33%
PAD4 inh – inhibitors of human PAD4 | Q9UM07 | inhibition, % at 6.36 µM | AID 485272 | actives 0.41% (n = 330,000) | recombinant PAD4, RCA probe fluorescence polarization;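 active = percent inhibition above a cutoff equal to the mean of all tested compounds plus 3 SD, cut at about 15% in these data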;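 also: 0% = PAD4 with RCA probe and DMSO and 100% = probe without PAD4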
Target sequence (Q9UM07 whole entry, looked up): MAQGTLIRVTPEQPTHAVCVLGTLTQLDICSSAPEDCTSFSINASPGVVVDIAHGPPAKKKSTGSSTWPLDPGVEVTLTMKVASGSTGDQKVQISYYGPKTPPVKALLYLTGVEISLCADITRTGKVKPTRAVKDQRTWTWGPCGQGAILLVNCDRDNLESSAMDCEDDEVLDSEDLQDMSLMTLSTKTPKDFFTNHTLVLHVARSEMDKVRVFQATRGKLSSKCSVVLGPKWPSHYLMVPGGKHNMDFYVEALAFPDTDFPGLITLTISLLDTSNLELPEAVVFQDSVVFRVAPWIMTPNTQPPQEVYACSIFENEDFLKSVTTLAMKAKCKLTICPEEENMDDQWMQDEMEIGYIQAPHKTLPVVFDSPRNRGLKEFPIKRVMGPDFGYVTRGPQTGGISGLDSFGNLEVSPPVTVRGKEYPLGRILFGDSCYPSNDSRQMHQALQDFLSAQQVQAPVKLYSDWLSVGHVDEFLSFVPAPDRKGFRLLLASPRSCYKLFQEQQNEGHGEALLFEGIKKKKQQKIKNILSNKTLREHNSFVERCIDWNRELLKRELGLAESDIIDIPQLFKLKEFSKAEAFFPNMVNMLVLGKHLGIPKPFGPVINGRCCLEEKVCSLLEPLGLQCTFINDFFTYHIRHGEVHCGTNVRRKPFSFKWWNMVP
GSTO1 counter – blocks human GSTO1 in RBBP9 counter-screen; AID 1974; P78417; recombinant GSTO1, activity-based probe fluorescence polarization; inhibition, % at 5.96 µM; actives 1.1% (n = 300,000);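 active = inhibition above the campaign mean inhibition plus 3 SD, cut at about 35% in these data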;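 also: 0% = GSTO1-1 with DMSO and 100% = wells lacking GSTO1-1 enzyme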
EBNA-1 inh – blocks EBNA-1 binding to DNA; EBNA-1 DNA binding, fluorescence polarization; inhibition, % at 14.8 µM; actives 0.34% (n = 300,000); AID 1950; in the data active = inhibition above about 28%
Numbers without * were called inactive; . = not tested or not shown. This is a subset; rates above refer to the full screens.

entry	SMILES	PAFAH2 inh	LYPLA2 inh	PREPL inhibitor	LYPLA1 inh	PAFAH1B3 FP inh	ZTA counter	PAD4 inh	GSTO1 counter	EBNA-1 inh
1	CCC(C)(C(=O)NC1CCCCC1)N(C(=O)c1ccccn1)c1ccccc1 (stereo not drawn)	-5	0	10	0	2	-10	-2	1	0
2	CCC(=O)Nc1cccc(-c2cn3ccccc3n2)c1	-5	11	-5	-1	-3	-4	-3	3	10
3	CN(C(=O)C1CCOC1)c1nnc(C2CCOC2)s1 (stereo not drawn)	-4	-3	3	-2	-2	-22	2	4	-12
4	COc1cc(/C=N/NC(=O)CNC(=O)c2ccncc2)ccc1O	-6	-2	1	-2	-1	10	0	-1	7
5	O=C(COC(=O)Cn1cnc2ccccc21)NCCc1ccc(Cl)cc1	4	2	-7	2	6	-1	2	6	13
6	Cc1cc(C)c(S(=O)(=O)c2ccc(F)cc2C)c(Cl)n1	5	-4	-2	-1	3	7	-4	4	-3
7	CCOC(=O)C1CCN(C(=O)COC(=O)/C=C/c2ccc([N+](=O)[O-])cc2)CC1	11	.	13	.	4	.	-1	.	.
8	Cc1nnc(N2C(=O)C(O)=C(C(=O)c3ccco3)C2c2ccc(C(C)C)cc2)s1 (stereo not drawn)	0	-6	-3	-1	13	8	-18	0	-3
9	O=C(CSc1oc(-c2ccccc2)nc1S(=O)(=O)c1ccc(F)cc1)NCC1CCCO1 (stereo not drawn)	1	-5	-1	-4	5	7	-4	-9	4
10	CCc1cccc(OCC(=O)Nc2ccc(S(=O)(=O)N3CCCC3)cc2)c1	0	0	-2	-2	-3	-3	0	-1	10
11	COc1ccccc1N(CC(=O)N1CCN(c2ccccc2)CC1)S(=O)(=O)c1ccc(C)cc1	5	8	4	3	1	4	2	2	5
12	COc1ccc(C(=O)Nc2ccc(C3(C#N)CCCC3)cc2)cc1	11	1	4	-2	1	18	1	1	56*
13	CCc1cc2c3c(c1)/C(=C1/SC(N)=NC1=O)C(=O)N3C(C)(C)C=C2C	-6	1	17	-2	10	0	-3	0	-11
14	COc1ccc(C(F)(F)F)cc1NC(=O)c1nc2nc(C)cc(C(F)F)n2n1	-10	-3	3	-6	-4	-8	-2	3	-1
15	O=C(COc1cc(O)c2c(=O)c3ccccc3oc2c1)OCc1ccccc1	0	0	-11	1	6	-5	-3	5	-6
16	COc1ccc(-c2nn(-c3ccccc3)cc2C(=O)O)cc1OC	4	2	0	-1	11	14	2	3	-3
17	COC(=O)C1CCN(C(=O)C2CCN(C(=O)[C@@H](NS(=O)(=O)c3ccc(C)cc3)C(C)C)CC2)CC1	0	4	4	0	1	-3	1	3	-2
18	CCCCOP(=O)(c1ccc(N(C)C)cc1)C(O)c1ccncc1 (stereo not drawn)	-4	1	1	3	6	-19	-1	-8	1
19	CCC(=O)NC1=C(NC(C)c2ccccc2)C(=O)c2ccccc2C1=O (stereo not drawn)	-5	0	5	0	-1	14	-8	14	-3
20	Cc1cc(-c2n[nH]c(=S)n2Cc2ccco2)nn1C	-4	-3	-3	-5	8	10	12	0	5
21	COc1ccc(OC)c(-c2cc(C(=O)Nc3cccc(Cl)c3)no2)c1	-24	-12	-6	-7	-3	-1	-4	-6	10
22	Cc1ccc(-n2nnc3c(=O)n(CC(=O)OCc4ccccc4)cnc32)cc1	-3	8	-26	2	-7	5	-8	0	9
23	COc1ccccc1NC(=O)C1CCCN1S(=O)(=O)c1ccc(Cl)cc1 (stereo not drawn)	2	-2	6	-1	3	3	-5	-2	-21
24	CN(C)c1ccc(/C=N/NC(=O)C2COc3ccccc3O2)o1 (stereo not drawn)	7	-6	5	0	4	-4	-1	14	9
25	CCOC(=O)c1c(C)[nH]c(C(=O)CN2C(=O)NC(C)(c3ccc4ccccc4c3)C2=O)c1C (stereo not drawn)	-24	-49	7	-27	-4	10	-1	-14	-3

More results.
entry	SMILES	PAFAH2 inh	LYPLA2 inh	PREPL inhibitor	LYPLA1 inh	PAFAH1B3 FP inh	ZTA counter	PAD4 inh	GSTO1 counter	EBNA-1 inh
26	NC(=O)c1ccc(NC(=O)COC(=O)CCN2C(=O)c3ccccc3C2=O)cc1	-5	.	26	.	10	.	-5	.	.
27	Cc1ccc(S(=O)(=O)N2CCc3cc4c(cc3C2C)OCCCO4)cc1 (stereo not drawn)	7	0	8	-7	4	-1	2	-2	-5
28	COc1ccc(/C=N/n2cnc3scc(-c4cccs4)c3c2=O)cc1OC	-6	-1	0	1	4	-2	3	1	2
29	O=C1NCC(c2ccccc2)C1C(=O)N/N=C/c1ccc(Cl)s1 (stereo not drawn)	-5	-1	1	0	-2	-2	0	1	-9
30	O=C(CCCn1c(=O)[nH]c2ccsc2c1=O)NCc1cccs1	1	-4	-2	-1	17	12	3	2	-2
31	Cn1c(CNC(=O)c2ccccc2F)nnc1SCC(=O)c1ccccc1	8	0	4	0	11	-5	-9	3	-2
32	CCCCOC(=O)CCc1c(C)n[nH]c1C	.	7	10	4	.	-9	4	3	5
33	CCN(CC)CCNc1nc2c(c(=O)[nH]c(=O)n2C)n1CC(O)COc1ccc(Cl)cc1Cl (stereo not drawn)	5	-1	32	-3	10	-5	-2	5	7
34	CCCCc1c(O)nc2ccccn2c1=O	-9	2	0	0	2	-1	-5	2	3
35	COc1cc(C2CC(=O)Oc3c2c(=O)n(C)c2ccccc32)cc(OC)c1OC (stereo not drawn)	-7	4	-4	3	2	6	0	7	0
36	CC(NCCCOc1cccc2ccccc12)c1ccccc1 (stereo not drawn)	0	4	-19	-2	8	-14	0	1	-3
37	CC1=NC(=O)C(N=Nc2cccc(C(=O)O)c2)N1c1ccccc1 (stereo not drawn)	8	3	6	3	0	-6	-7	-5	-3
38	Nc1cc(=O)[nH]n1C1CCCC1	3	-6	0	-3	2	5	-5	-2	-3
39	CC1Oc2ccccc2OC1C(=O)Nc1ccccn1 (stereo not drawn)	5	5	6	-1	3	0	6	15	5
40	CCN1C(Nc2ccccc2)=NC[C@@H]1Cc1ccccc1	-8	-5	5	-1	8	0	-1	-2	13
41	O=C1NC[C@@H](Cc2ccc(O)cc2)N(CC2CCCCC2)C1=O	3	0	4	-3	11	4	-3	-3	7
42	Cc1oc(-c2ccccc2)cc1C(=O)NC1CCN(Cc2ccccc2)CC1	.	4	-3	5	.	-14	1	-4	-1
43	Cc1cccc2nc(CSc3nc4[nH]ncc4c(=O)n3-c3cccc(Cl)c3)cc(=O)n12	4	-1	7	0	-1	6	-9	3	21
44	Cc1ccc(S(=O)(=O)NCc2ccccc2)cc1C(=O)N(C)Cc1ccc(F)cc1	4	-2	4	1	2	-9	5	7	-11
45	CCOC(=O)c1c(NC(=O)C2CCCO2)sc2c1CCC2 (stereo not drawn)	-10	10	3	4	-3	0	3	8	5
46	O=C(NCCCNC(=O)c1cnccn1)c1cccc(F)c1	1	-2	-10	4	6	-9	2	2	-7
47	CC(=O)Nc1ccc(NC(=O)CSc2ncnc3c2cnn3Cc2ccccc2)cc1	.	6	7	1	.	7	1	6	17
48	CCCn1c(C)nnc1SCC(=O)NC1CCCCC1	-6	1	1	-1	-1	9	-2	4	6
49	O=C(O)[C@H](CSCc1ccccc1)NS(=O)(=O)c1ccc(F)cc1	2	5	-1	-3	-1	-10	6	-1	4
50	O=C(CCN1C(=O)c2ccccc2C1=O)NCCC1=CCCCC1	-5	0	-1	-1	5	-2	-1	3	6

Next compounds:
entry	SMILES	PAFAH2 inh	LYPLA2 inh	PREPL inhibitor	LYPLA1 inh	PAFAH1B3 FP inh	ZTA counter	PAD4 inh	GSTO1 counter	EBNA-1 inh
51	CN(C)c1ccc(CNCC2CCCO2)cc1 (stereo not drawn)	5	0	4	-1	8	15	-3	-6	0
52	O=C(O)C(Nc1nc(C(F)(F)F)nc2ccccc12)c1ccccc1 (stereo not drawn)	-4	0	3	0	-1	-11	-1	4	-5
53	COc1cc(CNCCN2CCOCC2)ccc1OCc1c(Cl)cccc1Cl	.	5	10	-1	.	6	-3	-5	-1
54	COc1cccc(-c2c(NC(=O)c3ccco3)oc3ccccc3c2=O)c1	3	5	8	5	2	-9	-1	-4	4
55	Cc1ccc(C(C[N+](=O)[O-])n2nc(C)cc2C)cc1 (stereo not drawn)	5	-8	-2	-8	6	-4	2	1	-6
56	CCOC(=O)C1CCN(CC(=O)Nc2cc(S(=O)(=O)N3CCOCC3)ccc2C)CC1	1	0	3	-1	-2	-2	-1	11	11
57	O=C(O)COc1ccccc1/C=N/NC(=O)CSc1nnc(SCc2cccc3ccccc23)s1	-2	-7	-50	-10	-5	15	0	1	-4
58	Cc1ccc(NC(=O)/C(Cl)=C/c2ccccc2)cc1C	-1	1	-5	-7	-3	10	9	9	2
59	CCOC(=O)CS(=O)(=O)c1nc(-c2ccc(F)cc2)cc(C(F)(F)F)n1	-5	-15	-13	-8	-7	0	3	-40	-14
60	COc1ccccc1C(=O)NCCC(=O)Nc1ccc(S(=O)(=O)N2CCCC(C)C2)cc1 (stereo not drawn)	4	-2	4	0	6	5	5	.	.
61	Cc1ccc(NC(=O)COc2ccccc2C(N)=O)cc1S(=O)(=O)N1CCCCCC1	-6	-16	14	-12	-2	-8	-1	.	.
62	Cc1ccc(NCCc2ccc(C)nc2)cc1	3	1	3	0	6	1	1	-1	9
63	COc1ccc2c(c1)oc1c(SCc3nc4ccccc4[nH]3)nc(C)nc12	-6	.	-5	.	5	.	3	.	.
64	CC[C@@]1(C(=O)OC)N[C@H](CN(C)C(=O)C2CCCCC2)[C@@H]2C(=O)N(C)C(=O)[C@@H]21	-5	.	9	.	4	.	-1	.	.
65	Cc1ccc(Cl)c(NC(=O)COC(=O)c2nn(C)c(=O)c3ccccc23)c1Cl	2	-6	-1	-2	0	-7	1	.	.
66	O=C(c1ccccc1Cl)N(C(=O)c1ccccc1Cl)c1nccc(-c2cccs2)n1	2	6	5	3	7	-9	1	1	11
67	CCCCN1C(=O)c2ccc(C(=O)NCc3ccco3)cc2C1=O	-2	12	0	-3	4	4	1	-2	-5

In a second layout: results already given
Values run as follows: PAFAH2 inh	LYPLA2 inh	PREPL inhibitor	LYPLA1 inh	PAFAH1B3 FP inh	ZTA counter	PAD4 inh	GSTO1 counter	EBNA-1 inh
60) COc1ccccc1C(=O)NCCC(=O)Nc1ccc(S(=O)(=O)N2CCCC(C)C2)cc1 (stereo not drawn)
→ 4	-2	4	0	6	5	5	.	.
61) Cc1ccc(NC(=O)COc2ccccc2C(N)=O)cc1S(=O)(=O)N1CCCCCC1
→ -6	-16	14	-12	-2	-8	-1	.	.

Source: PubChem BioAssay
